CR mimetic SO: caloric restriction mimetics inhibiting age-related superoxide in yeast. 330,000 compounds, 0.18% hits. superoxide response (% of plate mean), % at 10 µM. S. cerevisiae aged cells, superoxide DHE fluorescence; hits give low values. AID 2690;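 active = superoxide response under a set limit, about three screen SD below normal, cut at about 65% in these data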;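 note: yeast aged for seven days with compound at 30 °C before DHE staining; 100% = average MFI of all compound-treated wells on the plate with controls excluded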
procasp7 counter: counter-screen: procaspase-7 (human) activation; P55210; recombinant procaspase-7, Ac-DEVD-pNA absorbance 405 nm; D23A/D198A/D206A triple mutant, cannot self-cleave; scale: DMSO 0, 5 µM enzyme 100; activation, % at 8.5 µM; 330,000 compounds, 0.093% hits; AID 463210;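 active = percent activation above the screen-wide mean plus 3 SD, cut at about 25% in these data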
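Assay system: Uncleavable procaspase-7 mutant enzyme | Input: 2 µM procaspase-7 mutant as dispensed | Timing: 1 h compound preincubation, 2 h substrate cleavage, 25 °C | Repeats: One well per compound | Control set: DMSO wells as 0%, DMSO with 5 µM added PC-7 as 100% | Technique: Epi-absorbance of released pNA at 405 nm, two timepoints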
LAP4 TOR yeast: yeast TOR pathway LAP4-GFP modulation; S. cerevisiae LAP4-GFP multiplex, flow cytometry GFP, 3 h; median GFP as percent of DMSO wells; GFP response vs DMSO, % at 10 µM; 320,000 compounds, 0.34% hits; AID 2023;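 active = GFP response vs DMSO above a set limit, about the screen mean plus 3 SD, cut at about 150% in these data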
MEP2-GFP yeast: yeast TOR pathway MEP2-GFP modulation; S. cerevisiae MEP2-GFP strain, flow cytometry GFP, 3 h; 100% = DMSO control level; GFP response vs DMSO, % at 10 µM; 330,000 compounds, 0.51% hits;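 active = GFP response versus DMSO above a set limit, roughly screen mean plus 3 SD, cut at about 180% in these data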;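 note: median GFP fluorescence of the barcode-gated MEP2-GFP cells per well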
JMJD2C inh: inhibitors of human GASC-1 (JMJD2C) demethylase | Q9H3R0 | inhibition, % at 2.35 µM | 330,000 compounds, 0.069% hits | GST-JMJD2C(1-420) H3K9me3 demethylation, DELFIA europium;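 active = more than half of a compound's replicate wells show inhibition beyond 50%, single wells judged on their own value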;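 note: signal counts dimethyl H3K9 product captured on neutravidin plate; 0% = median of DMSO wells and 100% = 0.3 times that DMSO median; strong numbers were not always called active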
AHR act: human AHR activation; AHR-responsive luciferase reporter cells, luminescence; activation, % at 5 µM; 320,000 compounds, 2.5% hits; AID 2796; in the data active = activation above about 47%;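 note: 0% = vehicle wells and 100% = reference agonist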
Target sequence (P35869 whole entry, looked up): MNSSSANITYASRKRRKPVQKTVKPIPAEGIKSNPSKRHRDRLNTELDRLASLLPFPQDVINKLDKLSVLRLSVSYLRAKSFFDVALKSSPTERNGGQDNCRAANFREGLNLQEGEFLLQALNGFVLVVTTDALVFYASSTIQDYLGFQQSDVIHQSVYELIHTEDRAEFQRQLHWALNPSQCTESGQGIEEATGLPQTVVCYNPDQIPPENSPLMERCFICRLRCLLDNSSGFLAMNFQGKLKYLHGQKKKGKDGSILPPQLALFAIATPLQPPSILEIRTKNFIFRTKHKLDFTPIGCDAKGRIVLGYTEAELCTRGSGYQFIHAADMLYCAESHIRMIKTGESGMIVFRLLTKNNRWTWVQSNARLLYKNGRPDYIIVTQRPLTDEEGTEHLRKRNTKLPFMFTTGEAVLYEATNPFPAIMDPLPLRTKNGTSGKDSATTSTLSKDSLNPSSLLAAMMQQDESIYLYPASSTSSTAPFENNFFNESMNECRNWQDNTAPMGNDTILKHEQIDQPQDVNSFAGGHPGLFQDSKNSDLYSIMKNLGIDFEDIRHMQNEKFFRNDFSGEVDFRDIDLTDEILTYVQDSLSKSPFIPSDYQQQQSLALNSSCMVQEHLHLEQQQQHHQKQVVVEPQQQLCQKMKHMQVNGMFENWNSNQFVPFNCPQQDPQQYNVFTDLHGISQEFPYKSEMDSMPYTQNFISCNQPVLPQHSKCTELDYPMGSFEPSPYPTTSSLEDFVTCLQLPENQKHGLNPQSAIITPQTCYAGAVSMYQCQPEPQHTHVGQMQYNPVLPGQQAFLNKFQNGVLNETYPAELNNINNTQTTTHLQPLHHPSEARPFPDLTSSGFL
RPL19A-GFP yeast: yeast TOR pathway RPL19A-GFP modulation | S. cerevisiae RPL19A-GFP strain, flow cytometry, 3 h; hits give low values | percent response vs DMSO, % at 10 µM | 330,000 compounds, 0.3% hits;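 active = percent response vs DMSO below 50%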;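 note: median channel GFP fluorescence of the barcoded RPL19A-GFP strain; ratio of sample median GFP to plate DMSO average so 100% = DMSO; lower means less RPL19A-GFP as with rapamycin TOR inhibition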
procasp3 activ: activators of human procaspase-3. P42574. recombinant procaspase-3 D3A, Ac-DEVD-pNA absorbance 405 nm. activation, % at 8.5 µM. 330,000 compounds, 0.11% hits. AID 463141;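 active = activation above the mean of all tested compounds plus 3 SD, cut at about 21% in these data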;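 note: 0% = DMSO alone and 100% = DMSO wells spiked with extra 5 µM PC-3 D3A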
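Assay system: Autoprocessing-dead procaspase-3 D3A mutant enzyme; also added: Ac-DEVD-pNA; doses: one concentration, 8.5 µM nominal, 0.8% DMSO; times: 1 h compound preincubation, 2 h substrate hydrolysis at 25 °C; technique: 405 nm absorbance of p-nitroaniline, reads at 0 and 120 min; measure: % activation between DMSO and enzyme-spiked controls; repeats: single replicate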
The depositor's hits bear a star; x = no result given.

SMILES | CR mimetic SO | procasp7 counter | LAP4 TOR yeast | MEP2-GFP yeast | JMJD2C inh | AHR act | RPL19A-GFP yeast | procasp3 activ
COc1ccc2[nH]cc(CCN3C(=O)c4ccc(C(=O)O)cc4C3=O)c2c1 | 98 | x | 110 | 105 | -2 | x | 105 | x
COc1ccc(N(CC(=O)N/N=C/c2ccc(OC3CSC3)cc2)S(=O)(=O)c2ccccc2)cc1 | 109 | 3 | 96 | 118 | 6 | 2 | 108 | 11
CCC(=O)NN1CCN(c2ccncc2S(=O)(=O)N2CCCCC2)CC1 | 100 | 0 | 95 | 99 | 7 | -2 | 98 | 4
Cc1ccc(C(=O)NC(c2ccccc2)C(Cl)Cl)cc1 (stereo not drawn) | 109 | 14 | 103 | 111 | 4 | -4 | 103 | -9
O=C(O)CN1C(=O)/C(=C\c2ccc(OC(=O)c3ccco3)cc2)SC1=S | 90 | -13 | 95 | 104 | -10 | 1 | 107 | -10
Cc1ccc2c(c1)C1CCCC3C1N2CC(=O)N3Cc1ccccc1 (stereo not drawn) | 107 | 12 | 108 | 99 | 5 | 17 | 96 | -11
O=C(c1csc2ccccc12)N1CCN(c2ccccn2)CC1 | 90 | 1 | 112 | 109 | 2 | -1 | 101 | 15
C/C(=N\NC(=O)c1cccs1)c1ccncc1 | 111 | -3 | 93 | 102 | -29 | 15 | 98 | -8
O=C(CSc1nnc(-c2ccc(F)cc2)c2ccccc12)Nc1ccccc1Cl | 104 | 0 | 98 | 90 | 0 | 4 | 95 | -4
CC(=O)Nc1ccc(C(=O)N/C(=C/c2ccccc2)C(=O)NCc2ccco2)cc1 | 101 | -4 | 98 | 103 | 9 | -1 | 104 | 8
CC(=O)c1cccc(NC(=O)c2ccccc2OCc2ccc(F)cc2)c1 | 99 | 6 | 102 | 104 | 8 | 30 | 98 | -3
CCCCn1c(SCC(=O)NCC2CCCO2)nc2ccc(N3CCOCC3)cc2c1=O (stereo not drawn) | 84 | -17 | 103 | 104 | -7 | 32 | 105 | -8
COc1ccc(S(=O)(=O)N2CCOCC2)cc1NC(=O)CSc1ccccc1 | 107 | 6 | 102 | 101 | 10 | 3 | 100 | -5
Cn1nc(-c2ccc3c(c2)OCCO3)c2ccccc2c1=O | 92 | 8 | 109 | 108 | -3 | 2 | 95 | 1
COc1ccc(NC(=O)C2CCN(S(=O)(=O)c3cccnc3)CC2)cc1Cl | 101 | 1 | 102 | 97 | -3 | 3 | 100 | 7
CSc1ccc(C#N)cc1NC(=O)c1cccc(Cl)c1 | 93 | 9 | 92 | 102 | -4 | 59* | 92 | -7
O=C(Nc1cc(S(=O)(=O)N2CCOCC2)ccc1N1CCCCC1)c1ccc(Cl)cc1 | 79 | -14 | 119 | 105 | 27 | 0 | 100 | -12
Cc1n[nH]c(=O)n1-c1ccc(Oc2ccccc2)cc1 | 97 | 4 | 88 | 98 | -9 | 5 | 92 | -1
Cc1c(Cl)cccc1NC(=O)NCc1cccnc1 | 110 | x | 82 | 111 | 0 | x | 112 | x
COc1ccc(Cc2nnc3n2N=C(c2cc4ccccc4o2)CS3)cc1OC | 92 | 2 | 93 | 98 | 1 | 19 | 102 | 0
CC1CC1C(=O)N(CCC1=CCCCC1)c1c(N)n(Cc2ccccc2)c(=O)[nH]c1=O (stereo not drawn) | 111 | 3 | 114 | 97 | 0 | 3 | 97 | 3
Cc1nc(C#N)c(N/N=C/c2cccc(Cl)c2)o1 | 108 | -9 | 110 | 119 | -22 | 21 | 99 | 0
O=C(COc1ccc2c3c(c(=O)oc2c1)CCC3)NCCCN1CCCC1=O | 95 | 5 | 96 | 103 | -3 | -5 | 103 | 10
C[n+]1cccc2ccc3c(c21)OC(N)=C(C#N)C3c1ccccc1 (stereo not drawn) | 122 | -9 | 101 | 92 | 6 | 2 | 93 | -4
Cc1cc(=O)oc(C)c1C(=O)OCC(=O)c1ccc(Br)cc1 | 106 | -1 | 101 | 94 | -5 | -5 | 92 | 3
Cc1ccc(S(=O)(=O)N(CC(=O)NC2CCCC2)c2cccc(C)c2)cc1 | 95 | 8 | 97 | 90 | 0 | -2 | 99 | 4
CNC(=S)N(Cc1ccc(OC)cc1)Cc1cc2ccc(C)cc2[nH]c1=O | 87 | 3 | 108 | 94 | 4 | -1 | 97 | 5
CC(=O)c1cccc(NC(=O)Cc2coc3cc4c(cc23)CCC4)c1 | 102 | -5 | 93 | 99 | -3 | -1 | 98 | -12
COc1ccc(OCCNC(=O)C(Cc2c[nH]c3ccccc23)NC(C)=O)cc1 (stereo not drawn) | 111 | -5 | 93 | 100 | -7 | 6 | 103 | -2
CNc1nc2[nH]c(=O)c3c(c2s1)OC(N)=C(C#N)C3c1ccccc1 (stereo not drawn) | 87 | -9 | 95 | 98 | 14 | 17 | 101 | 3
O=C(c1ccc(CS(=O)(=O)c2ccc(Br)cc2)o1)N1CCCCCC1 | 101 | 4 | 103 | 107 | 11 | 1 | 103 | 6
COc1ccc(-c2cc(C(F)(F)F)nc(N3CCOCC3)n2)cc1 | 91 | 2 | 111 | 111 | 10 | 31 | 107 | 8
COc1ccccc1-c1cc(C(=O)N2CCCc3ccccc32)no1 | 108 | 2 | 108 | 96 | -1 | 1 | 99 | -11
O=[N+]([O-])c1ccc(O)c(/C=N/NC(=S)Nc2ccc(Cl)cc2Cl)c1 | 102 | -4 | 104 | 90 | 17 | 11 | 98 | 2
CCOc1cc(-n2ncc(C#N)c2N)nc(SC)n1 | 108 | 6 | 102 | 94 | 5 | -2 | 92 | -2
CCCCOCCCNC(=O)CC(C)c1ccccc1 (stereo not drawn) | 101 | 7 | 98 | 98 | 1 | -1 | 100 | 5
Cc1c(C(c2ccccc2Br)c2c(C)n(C)n(-c3ccccc3)c2=O)c(=O)n(-c2ccccc2)n1C | 96 | 1 | 95 | 105 | -22 | -2 | 104 | -3
Cc1cc(C)c(NC(=O)CN2CCN(c3ccccn3)CC2)c(C)c1 | 99 | -2 | 88 | 102 | -5 | 0 | 105 | 5
C/C(=N\NC(=O)c1cccnc1)c1ccc(C)c([N+](=O)[O-])c1 | 102 | 0 | 110 | 115 | -2 | 31 | 117 | 7
Cc1cc(C)nc(NC(=O)c2cccs2)n1 | 100 | 1 | 99 | 100 | 2 | 6 | 103 | -4
COc1ccc(Cl)cc1NC(=O)C1Cc2ccccc2CN1S(C)(=O)=O (stereo not drawn) | 108 | -8 | 97 | 91 | -23 | 17 | 96 | -3
CCCN(CC(=O)Nc1ccccc1OC)C(=O)C1=COCCO1 | 100 | -11 | 96 | 96 | -2 | 0 | 97 | 7
COc1ccc(F)c(CN2CCC(CO)(Cc3cccc(C(F)(F)F)c3)CC2)c1 | 88 | 5 | 102 | 98 | -1 | 0 | 97 | 0
CCCn1c(NC(=O)c2ccc(C)cc2)nc2ccccc21 | 99 | 3 | 99 | 110 | -11 | 49* | 98 | -5
CC(C)C[C@@H]1NC(=O)N(CCN2CCOCC2)C1=O | 107 | -11 | 94 | 98 | 104 | 5 | 101 | 5
Cc1ccc(/C=N/NC(=O)c2c[nH]c3ccccc23)o1 | 89 | -8 | 112 | 106 | -11 | 72* | 102 | 1
COc1ccc(CCNC(=O)C2CCCN2S(=O)(=O)c2cccc3nsnc23)cc1OC (stereo not drawn) | 75 | -2 | 99 | 106 | -10 | -1 | 103 | 4
CCOc1ccc(N=c2cc(-c3ccc(OC)cc3)oc3ccccc23)cc1 | 100 | -29 | 104 | 100 | -12 | 1 | 101 | -12

Arranged by heavy-atom count (descending): part of the list above
SMILES | CR mimetic SO | procasp7 counter | LAP4 TOR yeast | MEP2-GFP yeast | JMJD2C inh | AHR act | RPL19A-GFP yeast | procasp3 activ
Cc1c(C(c2ccccc2Br)c2c(C)n(C)n(-c3ccccc3)c2=O)c(=O)n(-c2ccccc2)n1C | 96 | 1 | 95 | 105 | -22 | -2 | 104 | -3
COc1ccc(CCNC(=O)C2CCCN2S(=O)(=O)c2cccc3nsnc23)cc1OC (stereo not drawn) | 75 | -2 | 99 | 106 | -10 | -1 | 103 | 4
COc1ccc(F)c(CN2CCC(CO)(Cc3cccc(C(F)(F)F)c3)CC2)c1 | 88 | 5 | 102 | 98 | -1 | 0 | 97 | 0
CCOc1ccc(N=c2cc(-c3ccc(OC)cc3)oc3ccccc23)cc1 | 100 | -29 | 104 | 100 | -12 | 1 | 101 | -12
COc1ccc(Cl)cc1NC(=O)C1Cc2ccccc2CN1S(C)(=O)=O (stereo not drawn) | 108 | -8 | 97 | 91 | -23 | 17 | 96 | -3
Cc1cc(C)c(NC(=O)CN2CCN(c3ccccn3)CC2)c(C)c1 | 99 | -2 | 88 | 102 | -5 | 0 | 105 | 5
COc1ccc(-c2cc(C(F)(F)F)nc(N3CCOCC3)n2)cc1 | 91 | 2 | 111 | 111 | 10 | 31 | 107 | 8
C/C(=N\NC(=O)c1cccnc1)c1ccc(C)c([N+](=O)[O-])c1 | 102 | 0 | 110 | 115 | -2 | 31 | 117 | 7
Cc1ccc(/C=N/NC(=O)c2c[nH]c3ccccc23)o1 | 89 | -8 | 112 | 106 | -11 | 72* | 102 | 1
CCOc1cc(-n2ncc(C#N)c2N)nc(SC)n1 | 108 | 6 | 102 | 94 | 5 | -2 | 92 | -2
Cc1cc(C)nc(NC(=O)c2cccs2)n1 | 100 | 1 | 99 | 100 | 2 | 6 | 103 | -4

Reformatted as labelled records: part of the list above.
Cc1ccc(S(=O)(=O)N(CC(=O)NC2CCCC2)c2cccc(C)c2)cc1
  CR mimetic SO: 95; procasp7 counter: 8; LAP4 TOR yeast: 97; MEP2-GFP yeast: 90; JMJD2C inh: 0; AHR act: -2; RPL19A-GFP yeast: 99; procasp3 activ: 4

C/C(=N\NC(=O)c1cccnc1)c1ccc(C)c([N+](=O)[O-])c1
  CR mimetic SO: 102; procasp7 counter: 0; LAP4 TOR yeast: 110; MEP2-GFP yeast: 115; JMJD2C inh: -2; AHR act: 31; RPL19A-GFP yeast: 117; procasp3 activ: 7

Following part.
SMILES | CR mimetic SO | procasp7 counter | LAP4 TOR yeast | MEP2-GFP yeast | JMJD2C inh | AHR act | RPL19A-GFP yeast | procasp3 activ
NS(=O)(=O)c1ccc(CCNC(=O)c2ccc(-c3ccccc3)cc2)cc1 | 102 | -5 | 88 | 98 | 5 | -1 | 99 | 7
COc1ccc(CCN2C(=O)CC(Sc3ncccc3C(=O)O)C2=O)cc1OC (stereo not drawn) | 123 | -10 | 103 | 96 | 8 | 2 | 91 | -12
Cc1nn(-c2ccccc2)c(Cl)c1C(=O)NCC(=O)O | 101 | -1 | 107 | 115 | 2 | 1 | 104 | 1
O=C(COc1nncc2ccccc12)NCC(F)(F)F | 104 | 0 | 111 | 93 | -3 | 1 | 98 | 1
COc1ccccc1C(=O)OCn1nnc2ccccc2c1=O | 120 | -5 | 106 | 101 | 1 | 1 | 100 | 8
Cc1n[nH]c(C)c1CCN(C)C(=O)C1CCC(=O)N(CC2CCCCC2)C1 (stereo not drawn) | 92 | 0 | 99 | 109 | -2 | -2 | 98 | 4
Cc1nnc(SCC(=O)Nc2ccc(F)cc2)n(N)c1=O | 87 | 13 | 137 | 103 | -7 | 1 | 102 | 0
